Screens from PubChem.
uPA surface inh: inhibitors of cell surface uPA generation; cell surface uPA generation assay, qHTS; 330,000 compounds, 0.31% hits; Potency, µM (titrated, usually from 38.3 µM), inactives show at the top dose activity change, negative = inhibition, actives largely listed as inhibitors; active = well fitted inhibition curve with a large enough effect; inconclusive = small, poorly fitted or top-dose-only effect; inactive = no such curve, though single readings can be large or run the other way; tested in mouse RAW 264.7 cells; note: potency is the fitted concentration of half-maximal effect; % is set by controls: 0 for no effect and ±100 for the full control effect; nearly all actives have a fitted effect of over 55% in size
TSG101-PTAP inh: blocks PTAP/TSG101 interaction to inhibit HIV-1 budding; AID 493005; 340,000 tested, under 10 active; Potency, µM (series often up to 115 µM), for inactives: at the highest dose activity change, negative = inhibition, most hits filed as inhibitors; Fluorescence polarization, FITC-PTAP peptide / Tsg101 binding; active = well fitted inhibition curve with a large enough effect in the main read-out, with a control signal flat, not every such curve was filed as active; inconclusive = small, poorly fitted or top-dose-only effect, or effect the other way, or a change in a side signal; inactive = no such curve, though single readings can be large or run the other way; note: potency is the fitted concentration of half-maximal effect; % of control where 0% means no effect
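FP read-out: FITC-PTAP peptide, 50 nM final, binding Tsg101 binding domain, 10 uM final; 20 min, r.t.; 10 mM HEPES pH 7.5, 0.15 M NaCl, 0.01% Tween 20, 3 mM EDTA, 0.1 mM TCEP.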
TCR activator: T cell receptor activation. Potency, µM (doses to about 9.22 µM), without a hit: at the top dose activation of IL-2 secretion, actives largely listed as activators. 330,000 tested, under 10 active. primary human leukocytes, anti-CD3, IL-2 HTRF, 48 h; note: % of control where 0% means no effect
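TCR engagement came from a-CD3 beads alone, with compounds added to primary human leukocytes for 48 hr. Secreted IL-2 bridged europium cryptate- and d2-labelled anti-IL-2 antibodies, giving FRET emission at 665nm after 320nm excitation.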
USP2a inh: USP2a (human) protease inhibition. Potency, µM (doses to about 38.3 µM), without a hit: at the highest dose activity change, negative = inhibition, usual class: inhibitors. USP2 core, Ub-CHOP2 coupled fluorogenic reporter, 485/531. AID 463254. O75604. 330,000 compounds, 0.01% hits;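 note: potency is the fitted concentration of half-maximal effect; plate controls were DMSO wells for no effect and full inhibition by NEM control for full effect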
Target sequence (O75604 whole entry, looked up): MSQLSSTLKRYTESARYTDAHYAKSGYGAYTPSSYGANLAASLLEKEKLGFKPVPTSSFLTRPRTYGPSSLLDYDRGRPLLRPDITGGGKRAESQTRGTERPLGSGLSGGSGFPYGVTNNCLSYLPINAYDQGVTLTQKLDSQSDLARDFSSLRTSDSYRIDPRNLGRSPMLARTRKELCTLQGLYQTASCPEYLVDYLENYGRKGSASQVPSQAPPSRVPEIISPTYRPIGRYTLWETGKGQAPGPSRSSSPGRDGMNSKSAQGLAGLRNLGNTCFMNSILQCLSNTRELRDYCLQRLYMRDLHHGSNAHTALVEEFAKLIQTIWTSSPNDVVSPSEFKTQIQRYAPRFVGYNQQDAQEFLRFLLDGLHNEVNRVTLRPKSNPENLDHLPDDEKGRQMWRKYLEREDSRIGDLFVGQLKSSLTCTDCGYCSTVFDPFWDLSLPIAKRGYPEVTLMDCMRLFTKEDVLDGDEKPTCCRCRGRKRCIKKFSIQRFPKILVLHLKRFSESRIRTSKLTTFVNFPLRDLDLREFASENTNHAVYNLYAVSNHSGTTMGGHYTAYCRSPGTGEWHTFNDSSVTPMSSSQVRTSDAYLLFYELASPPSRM
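USP2 core (10nM final) preincubated 30min RT with compound in 20mM Tris-HCl pH 8.0, 2mM CaCl2, 2mM beta-mercaptoethanol, 0.05% CHAPS; 25nM Ub-CHOP2 plus 25nM reporter substrate added, fluorescence (Ex485/Em531) read after 60min.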
ELG1 DNA repair: ELG1-dependent DNA repair inhibition; AID 504467; 330,000 compounds, 2.3% hits; HEK293T ELG1-luciferase reporter, luminescence, 16 h; DNA damage induced by 5-fluorouridine; Potency, µM (highest dose often 46.1 µM), for the others: at the top dose activity change, negative = inhibition, most hits filed as inhibitors; note: potency is the fitted concentration of half-maximal effect; % is set by controls: 0 for no effect and ±100 for the full control effect; nearly all actives have a fitted effect of over 55% in size
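Reporter activity after DNA damage by 5-fluorouridine is monitored. Compound-treated cells incubate 16 hr at 37 °C, then ONE-Glo is added for 30 min before luminescence reading.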
Mito fusion act: mitochondrial division inhibition or fusion activation; Potency, µM (titrated, usually from 46.1 µM), for inactives: at the highest dose growth rescue (activation), usual class: activators; 320,000 compounds, 0.23% hits; S. cerevisiae fusion-defective mutant growth rescue, CellTiterGlo 48 h;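 note: potency is the fitted concentration of half-maximal effect; % of control where 0% means no effect; nearly all actives have a fitted effect of over 45% in size; temperature-sensitive fusion mutants such as fzo1-1 at 37 °C on non-fermentable ethanol glycerol medium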
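Temperature-sensitive fusion-defective S. cerevisiae (e.g. fzo1-1, mgm1-5) were grown with compound in YPEG medium (3% ethanol, 3% glycerol) for 48 hours at 37C. Growth rescue was measured as viability by CellTiterGlo luminescence after 10 minutes at ambient.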
B2AR arrestin: beta2AR (human) beta-arrestin recruitment activity; P07550; beta-arrestin recruitment to beta2AR, cell-based reporter; Potency, µM (doses to about 46.1 µM), inactives show at the top dose activation, most hits filed as activators; 330,000 compounds, 0.02% hits;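 note: potency is the fitted concentration of half-maximal effect; 0% = DMSO controls and full agonism = EC100 isoproterenol or metaproterenol; nearly all actives have a fitted effect of over 65% in size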
Target sequence (P07550 whole entry, looked up): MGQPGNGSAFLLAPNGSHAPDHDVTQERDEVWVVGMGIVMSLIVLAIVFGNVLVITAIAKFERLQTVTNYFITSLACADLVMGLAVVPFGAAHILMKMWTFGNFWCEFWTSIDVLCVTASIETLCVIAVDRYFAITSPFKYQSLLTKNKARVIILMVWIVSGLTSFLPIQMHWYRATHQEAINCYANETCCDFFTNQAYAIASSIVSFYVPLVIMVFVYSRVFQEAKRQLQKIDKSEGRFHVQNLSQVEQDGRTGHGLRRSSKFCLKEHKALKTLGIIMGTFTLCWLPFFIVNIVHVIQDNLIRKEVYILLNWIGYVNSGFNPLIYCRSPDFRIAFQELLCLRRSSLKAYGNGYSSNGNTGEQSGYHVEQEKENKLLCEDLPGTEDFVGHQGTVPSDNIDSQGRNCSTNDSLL
TSHR antagonist: blocks TSH signaling through the human TSH receptor; 330,000 compounds, 0.2% hits; activity change, negative = inhibition, % at 11.5 µM; AID 504810; TSHR-expressing cells, TSH-stimulated cAMP HTRF, 2 h; hits give low values;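 active = activity change below a set negative limit, meaning inhibition stronger than a set level, cut at about -70% in these data; inconclusive = activity change between two set negative limits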; note: % is set by controls: 0 for no effect and ±100 for the full control effect
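Inhibition of cAMP made by TSHR-expressing cells under TSH stimulation (4nM final, EC80; 2 h, 37 deg C) is quantified with a one-step lysis HTRF kit, anti-cAMP cryptate versus cAMP-d2.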
Eya2 phos inh: Eya2 (human) phosphatase inhibition | recombinant Eya2, OMFP fluorescence dephosphorylation (OMFP is methylfluorescein phosphate) | Potency, µM (series often up to 76.9 µM), without a hit: at the top dose activity, negative = inhibition, hits mostly inhibitors | 330,000 compounds, 0.006% hits | AID 488837; note: potency is the fitted concentration of half-maximal effect; % is set by controls: 0 for no effect and ±100 for the full control effect
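Eya2 protein (added as 0.2 uM solution) was preincubated with compound for 10 min at ambient temperature in 50 mM HEPES pH 7.5, 50 mM NaCl, 5 uM MgCl2, 0.05% BSA, 1 mM DTT. OMFP (added at 50 uM) then reacted 10 min; fluorescence read at 485/525 nm.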
Tb PFK block: blocks T. brucei phosphofructokinase. O15648. T. brucei PFK, ADP-Glo luminescence. Potency, µM (titrated, usually from 57.5 µM), for inactives: top-dose activity, negative = inhibition, usual class: inhibitors. 330,000 compounds, 0.17% hits;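 note: potency is the fitted concentration of half-maximal effect; 0% = uninhibited 1x PFK enzyme wells and -100% = no-enzyme wells; nearly all actives have a fitted effect of over 60% in size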
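ADP-Glo luminescence quantified ADP after 45 min at room temperature, with 1.25 nM T. brucei PFK, 0.1 mM ATP and 0.5 mM fructose-6-phosphate in pH 8.0 TEA buffer. qHTS titrations up to 57 µM; curves classified by quality.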
BCR signal inh: chronic active BCR signaling inhibition | ABC-DLBCL IkBa-CBG/CBR reporter, luminescence ratio, 4 h | Potency, µM (titrated, usually from 46.1 µM), without a hit: at the highest dose ratio change, negative = lower green/red ratio, hits mostly inhibitors | 340,000 compounds, 0.05% hits; active = well fitted inhibition curve with a large enough effect in the signal ratio, with a control signal flat, not every such curve was filed as active; inconclusive = small, poorly fitted or top-dose-only effect, or effect the other way, or a change in a side signal; the % refers to the signal ratio;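 note: potency is the fitted concentration of half-maximal effect; plate controls were basal doxycycline-induced cells for no effect and cells given 10 µM MG132 for full effect; MG132 reads +100%, hits lower the ratio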
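TMD8 ABC-DLBCL cells carrying doxycycline-inducible green luciferase fused to IkappaBalpha plus unfused red luciferase were exposed to compounds (up to 46 uM) for 4 hrs at 37C. Activity came from the overlap-corrected green/red luminescence ratio.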
* hit, by the source's call; u = inconclusive; x = no result given; [ ] = another dose, or the depositor's remark. Unless noted, calls come from the whole dose curve; as a rule, active = well fitted curve in the direction sought with a large enough effect; inconclusive = small, poorly fitted or top-dose-only effect, or another doubt; inactive = no such curve, though single readings can be large; an effect the other way counts as inactive or inconclusive. Rows are unselected (roughly 3% active in at least one column).

SMILES	TSG101-PTAP inh	USP2a inh	Eya2 phos inh	TSHR antagonist	ELG1 DNA repair	B2AR arrestin	Tb PFK block	Mito fusion act	BCR signal inh	TCR activator	uPA surface inh
Cc1ccc(C(=O)N/C(=C\c2cccc([N+](=O)[O-])c2)C(=O)NCc2ccncc2)cc1	-4%	0%	-5%	13	-5%	3.9%	1%	-2%	0%	-1%[46.1 µM]	-1%
Cc1cc(NC(=O)CSc2nnc(-c3ccco3)n2N)no1	0%	-1%	-25%	21	14%	-0.4%	-2%	x	1%	-1%	2%
CCOC(=O)CON1C(=O)C(=O)N(OCC(=O)OCC)C2CCCCC21 (configuration not stated)	-4%	1%	-1%	-5	-4%	0.3%	1%	-1%	12%	-5%	10%
CN(CC(=O)Nc1c(Cl)cccc1Cl)C(=O)c1ccc2nc[nH]c2c1	-11%	1%	-9%	x	2%	0.5%	-23%	-2%	1%	2%	1%
CSc1ccccc1C(=O)NCc1cccnc1	-2%	0%	3%	1	18%	0.2%	0%	-5%	-5%	-6%	-3%
CC(Sc1nn(-c2ccc(Cl)cc2)c(=S)s1)C(=O)NCC1CCCO1 (configuration not stated)	-2%	-4%	-15%	-2	-3%	-0.2%	-1%	15%	3%	-7%	1%
CN(C)C(=O)CCc1ccc2c3c([nH]c2c1)[C@]1(C)[C@@H](C(=O)N2CCCCC2)C[C@H](CC(=O)NCCCn2ccnc2)C(=O)N1CC3	-5%	2%	4%	4	10%	-1.1%	-2%	x	u	-3%[46.1 µM]	-10%
CN1CCN(S(=O)(=O)c2cc(Cl)c(Cl)cc2Cl)CC1	-1%	1%	-1%	26	0%	0.1%	-19%	7%	-1%	x	2%
CC(C)c1nc2ccccc2c2nnc(SCC(=O)NCc3ccco3)n12	-1%	2%	25%	0	-10%	-0.1%	-5%	3%	4%	0%	x
COc1cc(S(=O)(=O)n2nnc3ccccc32)c(OC)cc1Cl	-2%	0%	-3%	-30	u	-0.1%	-6%	-2%	u	6%[46.1 µM]	1%
CCn1nccc1C(=O)Nc1nc2ccccc2n1CCN1CCCCC1	-2%	1%	3%	-6	-20%	-0.5%	0%	1%	u	-1%	4%
CCOC(=O)C1=C(c2ccccc2)NC(=O)NC1c1cc(OC)c(OC)c(OC)c1 (configuration not stated)	0%	-1%	0%	2	-2%	-0.2%	-5%	-4%	0%	-1%	-8%
C=CCOc1c(CNc2ccc(C(=O)O)cc2)cccc1OCC	2%	3%	11%	-12	u	0.2%	0%	7%	u	2%	x
CC(=O)N(CC1CCCO1)c1nnc(-c2ccccn2)s1 (configuration not stated)	-3%	0%	9%	-11	u	-0.5%	-4%	-5%	3%	2%	-5%
COc1ccc(OCC(=O)NC2CCSc3ccccc32)cc1 (configuration not stated)	0%	0%	5%	-16	2%	-0.3%	0%	x	-12%	2%	2%
COc1ccc(N2C(=O)C(Cl)=C(Nc3ccc(OC)cc3OC)C2=O)cc1	0%	2%	-12%	51	21%	-0.5%	-3%	2%	5%	1%	-1%
CC(=O)Nc1ccc(Oc2ncccn2)c(Cl)c1	-1%	3%	-19%	7	-1%	-0.8%	-1%	-2%	u	-9%	1%
CCc1ccccc1NC(=O)N[C@H](C(=O)O)C(C)CC (some centres not stated)	-4%	7%	-9%	2	2%	-0.5%	4%	0%	3%	-3%	2%
CC1CCCN(C(C(=O)NC2CCCCC2)c2cc3c(cc2[N+](=O)[O-])OCO3)C1 (configuration not stated)	0%	0%	2%	3	25%	-0.7%	2%	25%	u	3%	5%
Cc1ccccc1OCC(=O)Nc1ccc(S(=O)(=O)Nc2onc(C)c2C)cc1	-7%	-3%	7%	20	19%	0.4%	-4%	-6%	8%	-4%	-3%
O=C(CSc1nc(-c2ccccc2)nc2ccccc12)Nc1cccc(C(=O)O)c1	-2%	2%	10%	-6	-8%	0.3%	6%	5%	-15%	-4%	2%
Cc1c(Cl)cnc(NC(=O)CSc2n[nH]c(N)n2)c1Cl	-3%	3%	0%	-3	-11%	0.2%	0%	0%	u	x	25%
O=C(CNC(=O)c1ccc(Cl)cc1Cl)OC1CCCCC1=O (configuration not stated)	-6%	7%	11%	x	0%	-0.8%	3%	x	1%	-11%	0%
O=C(NCc1ccco1)C1CCN(S(=O)(=O)N2CCC3(CC2)OCCO3)CC1	-5%	4%	-23%	4	10%	0.4%	-1%	1%	0%	-3%	8%
CCOC(=O)Nc1ccc2c(c1)N(C(=O)CNC)c1ccccc1CC2	-5%	2%	0%	20	21%	-0.3%	-1%	0%	0%	-7%	11%
Cc1sc(NC(=O)CSc2nc(O)cc(=O)[nH]2)nc1-c1ccccc1	-3%	2%	0%	-13	1%	0.2%	-5%	5%	7%	-1%	0%
CCOC(=O)N1CCN(C(=O)CN2C(=O)COc3ccc(C(C)(C)C)cc32)CC1	-13%	1%	-13%	29	13%	0.4%	-2%	-1%	6%	-5%	-5%
O=C(CN1CCN(C(=O)c2ccccc2)CC1)NC(=O)NCCC1=CCCCC1	-1%	1%	8%	14	u	-0.4%	0%	x	1%	-1%	19%
NC(=O)C1(N2CCCCC2)CCN(S(=O)(=O)c2cc(Cl)sc2Cl)CC1	-1%	-1%	1%	-4	-15%	-0.3%	-11%	28µM*	2%	6%	2%
N#Cc1nc(-c2ccccc2F)oc1NCCc1ccccn1	0%	-4%	-4%	-3	u	0.4%	0%	0%	u	-4%	2%

SMILES	TSG101-PTAP inh	USP2a inh	Eya2 phos inh	TSHR antagonist	ELG1 DNA repair	B2AR arrestin	Tb PFK block	Mito fusion act	BCR signal inh	TCR activator	uPA surface inh
COCCN1C(=O)N[C@@H](c2ccco2)C(C(C)=O)=C1C	-2%	1%	1%	-4	6%	3.2%	4%	-2%	4%	9%	u
CCN(CC)c1ccc(NC(=O)c2ccc3c(c2)c(C)c(C)n3C)cc1	1%	-5%	2%	-13	u	0.3%	-10%	-4%	u	-4%	-10%
CC1(C)CC(=O)C(C(O)c2ccc([N+](=O)[O-])cc2)C(C)(C)N1 (configuration not stated)	-1%	-2%	2%	-6	-1%	-1.0%	0%	-6%	-4%	0%	-11%
COc1c(-c2ccc(O)c(O)c2)oc2cc(O)cc(O)c2c1=O	-2%	-1%	6%	3	u	u	u	0.63µM*	-15%	-5%	u
Cc1cc(C)n2c(=S)[nH]nc2n1	0%	-1%	4%	-3	-1%	-0.3%	u	4%	4%	4%	6%
O=C(NCCc1ccccc1Cl)C1CCC(=O)N(Cc2ccc(Cl)cc2)C1 (configuration not stated)	-3%	-1%	16%	-7	1%	-0.5%	-1%	1%	1%	-6%	-2%
CCOC(=O)c1ccc(N=c2sc(C(=O)OC)cc(=O)n2Cc2ccco2)cc1	-1%	1%	1%	u	u	0.0%	0%	19%	u	-5%[46.1 µM]	6.3µM*
Cc1cc(C(=O)OCC(=O)Nc2c(F)cccc2F)c(C)n1-c1ccccc1	0%	0%	0%	-7	-19%	0.4%	-2%	1%	-18%	2%	3%
COc1ccc(CNC(=O)C(c2cccs2)N(C(=O)c2csnn2)C2CC2)cc1 (configuration not stated)	-1%	1%	-3%[15.4 µM]	6	-17%	0.1%	0%	-1%	-2%	4%	1%
COc1cc(/C=N/NC(=O)Cc2ccccc2)cc([N+](=O)[O-])c1O	-1%	2%	-16%	-12	-8%	-0.6%	-2%	2%	5%	-14%	2%
O=C(O)c1ccccc1-c1ccccc1C(=O)NCc1ccccc1F	-1%	-1%	-3%	1	-10%	0.3%	2%	-2%	-2%	x	0%
CNc1c(NS(=O)(=O)c2ccc(OC)c(Cl)c2)c(=O)oc2ccccc12	-2%	3%	-6%	-6	-2%	0.3%	0%	3%	u	-3%	4%
